Screening results deposited in PubChem by National Center for Advancing Translational Sciences (NCATS).
AmpC inh det: AmpC beta-lactamase inhibition, detergent assay | purified AmpC, nitrocefin hydrolysis with detergent | AID 584 | Potency, µM (highest dose often 28.7 µM), inactives show at the top dose activity change, negative = inhibition | P00811 | 71,000 tested, 0.09% active; active = well fitted curve in the direction sought with a large enough effect
Target sequence (P00811 whole entry, looked up): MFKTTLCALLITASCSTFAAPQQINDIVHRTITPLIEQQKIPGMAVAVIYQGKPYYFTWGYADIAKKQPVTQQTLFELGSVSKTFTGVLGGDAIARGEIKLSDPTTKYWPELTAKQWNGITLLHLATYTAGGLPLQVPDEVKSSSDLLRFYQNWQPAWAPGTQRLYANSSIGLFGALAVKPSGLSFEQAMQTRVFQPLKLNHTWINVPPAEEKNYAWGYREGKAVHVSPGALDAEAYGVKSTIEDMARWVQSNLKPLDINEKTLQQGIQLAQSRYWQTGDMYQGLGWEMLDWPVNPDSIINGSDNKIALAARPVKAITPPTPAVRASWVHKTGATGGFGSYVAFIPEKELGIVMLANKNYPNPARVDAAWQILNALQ
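E. coli AmpC (5.3 nM) in 20 mM phosphate pH 7.0 with 0.01% Triton X-100, preincubated 15 min RT with compound; nitrocefin (2 uL of 800 uM stock) hydrolysis followed by 480 nm absorbance every 20 s over 4 min.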
Active calls of the source: *; [ ] = another dose, or the depositor's remark. % is set by controls: 0 for no effect and ±100 for the full control effect; potency is the fitted concentration of half-maximal effect. Some of the compounds tested; rates above refer to the full screens.

The opening 2 records (preview)
For Cc1ccccc1-c1nc(CN2CCCC(C(=O)NCc3cccnc3)C2)c(C)o1 (configuration not stated) the results were AmpC inh det -1.0%.
For CCS(=O)(=O)c1ccc2oc(SCC(=O)c3ccco3)nc2c1 the results were AmpC inh det 14.8%.

The listing (from the top)
For Cc1ccccc1-c1nc(CN2CCCC(C(=O)NCc3cccnc3)C2)c(C)o1 (configuration not stated) the results were AmpC inh det -1.0%.
For CCS(=O)(=O)c1ccc2oc(SCC(=O)c3ccco3)nc2c1 the results were AmpC inh det 14.8%.
`CC1CCCC(NC(=O)c2cn(C)c3ccc(S(=O)(=O)N4CCCC4)cc3c2=O)C1C` (configuration not stated) gave AmpC inh det -2.8%.
For NC(=O)c1ccc(OCC(F)(F)C(F)(F)C(F)(F)C(F)(F)C(F)(F)C(F)F)cc1 the results were AmpC inh det -0.1%.
Screening O=c1[nH]c(C2CCCN(S(=O)(=O)c3ccccc3)C2)nc2c1nnn2Cc1ccccc1F (configuration not stated) returned AmpC inh det -4.2%.
`O=C(NC1CCCCC1)NC1CCN(S(=O)(=O)c2ccc3c(c2)OCCO3)CC1` gave AmpC inh det 12.9%.
For Cc1occc1-c1nnc(SCC(=O)c2ccc(F)cc2)o1 the results were AmpC inh det -1.6%.
`COc1ccc2[nH]c(=O)c(CN(C3CCCCC3)C(c3nnnn3Cc3ccco3)C(C)C)cc2c1` (configuration not stated) gave AmpC inh det -1.3%.
O=S(=O)(c1cccc(S(=O)(=O)N2CCN(c3ncccn3)CC2)c1)N1CCOCC1 was read as AmpC inh det 8.2%.
Screening CCc1ccc2[nH]c(=O)c(C(c3nnnn3CCOC)N3CCN(c4ccccc4)CC3)cc2c1 (configuration not stated) returned AmpC inh det 2.5%.
NC(=O)C1CCN(c2oc(-c3ccccc3F)nc2S(=O)(=O)c2ccc(Cl)cc2)CC1 was read as AmpC inh det -1.3%.
Screening CC(=O)c1c(C)nn(CC(O)COc2ccc3c(c2)CCC3)c1C (configuration not stated) returned AmpC inh det -9.2%.
COc1ccc(-n2nnc3c(=O)n(CC(=O)NCC4CCCO4)cnc32)cc1 (configuration not stated) was read as AmpC inh det -2.5%.
For Cc1ccccc1OCCn1nc(C(=O)O)c2ccccc2c1=O the results were AmpC inh det -2.8%.
Screening COc1cc(C2C(C(N)=O)=C(C)Nc3nc(CCCO)nn32)cc(OC)c1OC (configuration not stated) returned AmpC inh det 11.7%.
O=c1c(-c2ccc(Cl)cc2)nc2cnc(N3CCOCC3)nc2n1Cc1ccc(F)cc1 was read as AmpC inh det -4.6%.
COc1cccc(OC)c1-c1nn2c(-c3cc(-c4ccccc4)n[nH]3)nnc2s1 was read as AmpC inh det -3.5%.
O=C(c1ccc(Cl)cc1)N1CCCOC1 was read as AmpC inh det 0.0%.
`C=CCn1c(SC2CCOC2=O)nc2scc(C3CC3)c2c1=O` (configuration not stated) gave AmpC inh det -0.9%.
CCOC(=O)C1CCCN(c2ncnc3c2oc2ccccc23)C1 (configuration not stated) was read as AmpC inh det -0.7%.
Screening CC1CCN(C(=O)Cn2c(=O)n(CCc3ccccc3)c(=O)c3ccccc32)CC1 returned AmpC inh det 3.8%.
`c1nc(N2CCCCCC2)c2[nH]cnc2n1` gave AmpC inh det 6.1%.
Screening COC(=O)c1nnn(CC(=O)Nc2cc(Cl)ccc2C)c1C(=O)OC returned AmpC inh det -1.7%.
Screening COc1ccccc1CNS(=O)(=O)c1ccc(NC(C)=O)cc1 returned AmpC inh det -5.2%.
COc1ccc(N2CCN(C(=O)c3cccc(Cn4cc(Cl)cn4)c3)CC2)cc1 was read as AmpC inh det -4.5%.
Cc1cc(C)c(S(=O)(=O)N2CCN(C)CC2)c(C)c1 was read as AmpC inh det -1.6%.
`CCCCOCCCNC(=O)c1c(-c2ccccc2)noc1C` gave AmpC inh det -3.9%.
For O=C(c1ccco1)N1CCN(S(=O)(=O)c2ccc3c(c2)CCN3C(=O)C2CCC2)CC1 the results were AmpC inh det -4.0%.
Screening COCCN1C(=O)c2ccccc2C(C(=O)NCCCN2CCCC2)C1c1c[nH]c2ccccc12 (configuration not stated) returned AmpC inh det 13.5%.
`CCn1nnnc1NCc1ccc(N2CCCC2)cc1` gave AmpC inh det 0.0%.
Cc1cc(NCCN2CCOCC2)n2ncc(-c3ccccc3)c2n1 was read as AmpC inh det -2.0%.
Screening CC(C)(C)C1=C[C@@H](CO)C[C@@H](CO)C1 returned AmpC inh det -2.9%.
`CCOC(=O)c1ccccc1NC(=O)CCNC(=O)Cn1cnc2ccccc2c1=O` gave AmpC inh det 2.7%.
`CCOC(=O)c1cc2n(n1)C(C(F)(F)F)CC(C)N2` (configuration not stated) gave AmpC inh det -1.7%.
c1ccc(-c2noc(CSc3nc4ccccc4o3)n2)cc1 was read as AmpC inh det -1.5%.
Cn1c(C(=O)OCC(=O)NCC2CCCO2)cc2sccc21 (configuration not stated) was read as AmpC inh det 16.4%.
For COc1cccc(C(=O)CSc2nc3ccccc3n2CC(=O)N2CCOCC2)c1 the results were AmpC inh det -2.8%.
For Cc1cc(C)cc(OCc2nnc(SCC(=O)N3CCN(c4ccccc4)CC3)o2)c1 the results were AmpC inh det 0.2%.
Cc1ccc(S(=O)(=O)NC(C)(C)CSc2nncn2N)cc1 was read as AmpC inh det -4.8%.
O=C(N1CCOCC1)N1c2ccccc2CC(N2CCOCC2)c2ccccc21 (configuration not stated) was read as AmpC inh det -3.5%.
`NC(=O)N/N=C\c1ccc([N+](=O)[O-])o1` gave AmpC inh det -1.9%[12.8 µM].
For O=C(NCc1cccnc1)c1ccc(COc2ccccc2Br)o1 the results were AmpC inh det 14.8%.
Screening NC(=O)CSc1nnnn1CC(CC(=O)O)c1ccccc1 (configuration not stated) returned AmpC inh det -5.9%.
`OCCSc1c(F)c(SCCO)c(SCCO)c(F)c1SCCO` gave AmpC inh det -6.3%.
O=C(Nc1ccc(Cn2nnc3ccccc32)cc1)c1ccco1 was read as AmpC inh det -0.3%.
`O=C(O)c1cccc(S(=O)(=O)N2Cc3ccccc3C2)c1` gave AmpC inh det -2.2%.
Screening O=C(O)C1C(c2ccccc2)C(C(=O)N2CCOCC2)C1c1ccccc1 (configuration not stated) returned AmpC inh det 1.4%.
For CC1CC(C)CN(CCCNC(=O)C2CCCN(c3nnc(N4CCCC4=O)s3)C2)C1 (configuration not stated) the results were AmpC inh det 0.4%.

Of the compounds above, 2 have a thiophene ring, fused or not:
`C=CCn1c(SC2CCOC2=O)nc2scc(C3CC3)c2c1=O` (configuration not stated) gave AmpC inh det -0.9%.
Cn1c(C(=O)OCC(=O)NCC2CCCO2)cc2sccc21 (configuration not stated) was read as AmpC inh det 16.4%.

(continued)
Screening O=C1C(c2ccncc2)N(CCC2=CCCCC2)C(=O)CN1C1CCCCC1 (configuration not stated) returned AmpC inh det 1.5%.
`Cc1cc(NC(=O)C2CC(c3ccc(F)cc3)=NO2)no1` (configuration not stated) gave AmpC inh det 10.8%.
`Cc1noc(/C=C/N(C)C)c1S(=O)(=O)N1CCCC(C(=O)Nc2ccc3c(c2)OCO3)C1` (configuration not stated) gave AmpC inh det 9.3%.
`CCOC(=O)N1CCC(NC(=O)CCc2nc(C3=CCN(C)CC3)no2)CC1` gave AmpC inh det -1.5%.
Screening CC(C)(C)NC(=O)C1CN(S(=O)(=O)c2ccccc2)CCN1S(=O)(=O)c1ccccc1 (configuration not stated) returned AmpC inh det 7.6%.
`Cc1cc(C)c(S(=O)(=O)N2CCCCC2)c(C)c1-n1ncnn1` gave AmpC inh det -2.6%.
Screening O=C(O)C1CC1c1ccc(Br)cc1 (configuration not stated) returned AmpC inh det 10.5%.
O=S(=O)(c1ccc2c(c1)OCCO2)N1CCN(c2cccc(Cl)c2)CC1 was read as AmpC inh det -5.6%.
CCCSC1=C(C#N)C(c2ccccc2OCC)CC(=O)N1 (configuration not stated) was read as AmpC inh det 9.3%.
Screening O=C(c1cccc(Cl)c1)N1CCN(c2ccccn2)CC1 returned AmpC inh det -2.8%.
`O=C(COC(=O)c1ccccc1Nc1ccccc1)NCc1ccco1` gave AmpC inh det 10.6%.
For C=CCn1c(SCC(=O)NCCOC)nc2scc(-c3ccco3)c2c1=O the results were AmpC inh det -3.2%.

Reprinted at random: three records from the list
Screening O=c1[nH]c(C2CCCN(S(=O)(=O)c3ccccc3)C2)nc2c1nnn2Cc1ccccc1F (configuration not stated) returned AmpC inh det -4.2%.
O=c1c(-c2ccc(Cl)cc2)nc2cnc(N3CCOCC3)nc2n1Cc1ccc(F)cc1 was read as AmpC inh det -4.6%.
For CCS(=O)(=O)c1ccc2oc(SCC(=O)c3ccco3)nc2c1 the results were AmpC inh det 14.8%.

(further entries)
CCc1ccccc1NS(=O)(=O)c1ccc2[nH]cc(C(=O)NCc3ccco3)c(=O)c2c1 was read as AmpC inh det 2.6%.
Screening CS(=O)(=O)Nc1cccc(-c2nc(NC3CC3)c3ccccc3n2)c1 returned AmpC inh det 9.5%.
Cc1ccc(-c2csc(/C(C#N)=C(\O)CN3CCN(C(=O)c4ccco4)CC3)n2)cc1 was read as AmpC inh det -2.8%.
O=C(C1Cc2ccccc2CN1S(=O)(=O)c1ccc(F)cc1)N1CCCCC1 (configuration not stated) was read as AmpC inh det -5.8%.
`CCOC(=O)c1sc(C(=O)OCC)c(OCCO)c1OCCO` gave AmpC inh det 12.2%.
For CC(C)(C)SCCNC(=O)COc1ccc(Cl)cc1 the results were AmpC inh det -0.8%.
Screening COc1ccc(-c2nnc3ccc(SCC(=O)N4CCCCC4)nn23)cc1OC returned AmpC inh det 12.1%.
Screening CC(=O)c1ccc(C(=O)Nc2ccc(N3CCOCC3)cc2)cc1 returned AmpC inh det 9.4%.
Screening Cc1nc(SCc2nc3ccccc3[nH]2)c2oc3ccccc3c2n1 returned AmpC inh det -7.3%.
CCOC(=O)c1c(NC(=O)CC)sc(C(C)=O)c1C was read as AmpC inh det -1.0%.
For CCCN(CCC)C(=O)C1CCN(c2cc(C)nc3c(-c4ccc(OC)c(OC)c4)c(C)nn23)CC1 the results were AmpC inh det 12.0%.
Screening Cc1cc(C(=O)N(C)Cc2ccc(Br)cc2)no1 returned AmpC inh det -4.9%.
For NC1(C(=O)O)CC1 the results were AmpC inh det 0.1%.
`COCCCNc1oc(-c2ccccc2OC)nc1C#N` gave AmpC inh det -1.6%.
For O=C(COc1cccc(NC(=O)c2ccco2)c1)c1ccc(F)cc1 the results were AmpC inh det 19.5%.
For COc1ccc(Cl)c(Cn2c(NCc3ccccn3)nc3c2c(=O)n(C)c(=O)n3C)c1 the results were AmpC inh det -3.8%.
Screening Cn1c(SCC(=O)c2ccccc2)nnc1-c1cnccn1 returned AmpC inh det -1.2%.
For Cc1cc(C)cc(N(CC(=O)NCC2CCCO2)S(=O)(=O)c2c(C)noc2C)c1 (configuration not stated) the results were AmpC inh det 6.2%.
`CN(C(=O)COc1ccc(C(C)(C)C)cc1)C1CCS(=O)(=O)C1` (configuration not stated) gave AmpC inh det -3.2%.
Cc1nnc2ccc(N3CCN(c4cccc(C(F)(F)F)c4)CC3)nn12 was read as AmpC inh det 11.1%.
Screening CCCCC(=NCCO)C1=C(O)C(C(=O)OC)C(C)(C)CC1=O (configuration not stated) returned AmpC inh det -1.3%.
CC1(C)CC(=O)C2=C(C1)NC(=O)CC2c1ccccc1F (configuration not stated) was read as AmpC inh det -5.0%.
`Cc1ccc(CCN2CC(C(=O)NCCCN(C)Cc3ccccc3)CC2=O)cc1` (configuration not stated) gave AmpC inh det -0.6%.
For N#CCCN1CCN(C(=S)c2ccc(-c3ccc(Cl)cc3)o2)CC1 the results were AmpC inh det -2.4%.

3 entries already listed, arranged by number of heavy atoms, ascending:
CC1(C)CC(=O)C2=C(C1)NC(=O)CC2c1ccccc1F (configuration not stated) was read as AmpC inh det -5.0%.
For N#CCCN1CCN(C(=S)c2ccc(-c3ccc(Cl)cc3)o2)CC1 the results were AmpC inh det -2.4%.
For Cc1cc(C)cc(N(CC(=O)NCC2CCCO2)S(=O)(=O)c2c(C)noc2C)c1 (configuration not stated) the results were AmpC inh det 6.2%.

(listing goes on)
Screening Nc1nnnn1/N=C/c1ccccc1OCc1ccccc1 returned AmpC inh det 4.6%.
Screening CCN1C(=O)/C(=c2\o/c(=C3\C=Cc4ccccc4N3CC)c(=O)n2CC)SC1=S returned AmpC inh det -0.1%.
For COc1ccccc1C(=O)Nc1ccc2c(c1)nc(CN1CCN(C(C)=O)CC1)n2C the results were AmpC inh det -2.8%.
O=C1C2C3C=CC(C3=C3CCCCC3)C2C(=O)N1Cc1ccccc1 (configuration not stated) was read as AmpC inh det -2.2%.
Screening Cc1ccc(NC(=O)CS(=O)CC(=O)N(CC(=O)NC2CCCC2)c2cccc(C)c2C)cc1 (configuration not stated) returned AmpC inh det -0.7%.
COC(=O)[C@@]1(Cc2ccc(F)cc2)[C@H]2c3cc(C(=O)N(C)C)n(CCc4ccc(O)c(O)c4)c3C[C@H]2CN1C(=O)c1ccccc1 was read as AmpC inh det -1.8%.
Screening CCN(CCCl)Cc1ccccc1Br returned AmpC inh det -4.3%.
For CC12CN3CC(C)(CN(C1)C3c1cccs1)C2O (configuration not stated) the results were AmpC inh det -6.5%.
`CC1(C)N=C(N)N=C(N)N1c1cccc(OCc2cccc([N+](=O)[O-])c2)c1` gave AmpC inh det -2.0%[5.75 µM].
For COc1ccc2[nH]c(=O)c(CN(C(=O)NC3CCCCC3)C3CCCCC3)cc2c1 the results were AmpC inh det 0.9%.
`Cc1ccsc1C(=O)Nc1nnc(-c2ccco2)o1` gave AmpC inh det -7.4%.
